# High-throughput results deposited in PubChem by National Center for Advancing Translational Sciences (NCATS).
# IL1B secr inh: inhibitors of inflammasome signaling (IL-1 beta secretion). THP-1 LPS/ATP IL-1B secretion, AlphaLISA, 16 h; stronger effect = lower value. activity change, % at 57.5 µM. actives 4.7% (n = 360,000). AID 743279; in the data active means activity change below about -50%; inconclusive means mostly about -30% to -49%; further: on the % scale 0 is the no-effect control and ±100 the full control effect
#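 Secreted IL-1B measured by AlphaLISA bead assay after 16 h compound exposure of THP-1 cells; compounds (final up to 57.5 uM) added 1 h before LPS (250 ng/mL) and ATP (1.25 mM) stimulation; lower signal means less secretion.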
# HT1080NT lethal: kills 2HG-producing HT-1080-NT fibrosarcoma cells. HT-1080-NT fibrosarcoma viability, CellTiter-Glo ATP luminescence, 48 h. Potency, µM (series often up to 46.1 µM), for the others: top-dose activity, negative = less viability, most hits filed as cytotoxic. actives 1.6% (n = 360,000). AID 686970;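 further: NT is the 2HG producing partner of a matched IDH1 knockdown line; potency means the concentration at half of the fitted maximal effect; 0% = DMSO-treated cells and -100% = media-only wells without cells; nearly all actives have a fitted effect of over 55% in size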
#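 Fibrosarcoma NT cells, 750 per well in 5% FBS RPMI, were exposed to compound for 48 hours. Viability: CellTiter-Glo luminescence.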
# KB-3-1 cytotox: kills parental KB-3-1 adenocarcinoma cells | KB-3-1 viability, CellTiter-Glo ATP luminescence, 72 h | Potency, µM (titrated, usually from 46.1 µM), inactives show at the highest dose activity change, negative = cytotoxic, actives largely listed as cytotoxic | actives 1.4% (n = 400,000) | AID 1347075; further: potency means the concentration at half of the fitted maximal effect; on the % scale 0 is the no-effect control and ±100 the full control effect; nearly all actives have a fitted effect of over 60% in size
#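 Screening of KB-3-1 cells (DMEM, 10% FBS, phenol-red free) ran from lowest to highest compound concentration; after 72 h at 37 °C viability was read luminescently and curves fitted.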
# KB-V1 MDR tox: kills drug-selected multidrug resistant KB-V1 cells; actives 3.4% (n = 400,000); AID 1347076; KB-V1 MDR cells viability, CellTiter-Glo, 72 h; Potency, µM (top dose mostly 46.1 µM), without a hit: at the highest dose activity change, negative = cytotoxicity, actives largely listed as cytotoxic; further: potency means the concentration at half of the fitted maximal effect; on the % scale 0 is the no-effect control and ±100 the full control effect; nearly all actives have a fitted effect of over 60% in size
#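 Readout: CellTiter-Glo luminescence, 10 min after addition. Cells: KB-V1 MDR subline, 72 h at 37 degrees C with compound. Analysis: corrected, normalized data fitted to concentration-effect curves.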
# MCF10A rerep: DNA re-replication induction in MCF 10a cells; MCF 10A DNA re-replication, Hoechst nuclear intensity, 48 h; Potency, µM (series often up to 46.1 µM), inactives show at the top dose activity, positive = re-replication, actives largely listed as activators; actives 2.9% (n = 350,000); further: potency means the concentration at half of the fitted maximal effect; % of control where 0% means no effect; nearly all actives have a fitted effect of over 50% in size
# DRD3 agonist: agonists of human D3 dopamine receptor | P35462 | D3R DiscoveRx beta-arrestin cells, luminescence, 90 min | max activation, % | actives 0.58% (n = 410,000) | AID 652048; in the data active means max activation above about 30%; further: 0% is about no effect; mostly tested at two doses, the higher about 12 µM
# Target sequence (P35462 whole entry, looked up): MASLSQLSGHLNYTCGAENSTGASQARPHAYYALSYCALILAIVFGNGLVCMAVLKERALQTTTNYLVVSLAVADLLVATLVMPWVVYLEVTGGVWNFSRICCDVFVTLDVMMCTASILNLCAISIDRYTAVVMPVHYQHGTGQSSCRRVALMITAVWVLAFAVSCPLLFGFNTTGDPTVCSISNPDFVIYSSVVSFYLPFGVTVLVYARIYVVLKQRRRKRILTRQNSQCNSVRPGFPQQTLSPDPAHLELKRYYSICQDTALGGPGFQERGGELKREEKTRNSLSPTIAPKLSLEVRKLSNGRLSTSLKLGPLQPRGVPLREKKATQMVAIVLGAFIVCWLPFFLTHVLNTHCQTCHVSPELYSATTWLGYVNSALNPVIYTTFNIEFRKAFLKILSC
#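 Agonist-mode cell screen: cells plated at 1500/well and incubated overnight at 37 °C, then exposed to library compounds for 90 min at 37 °C. Detection reagent was added for 30–60 min at room temperature, and luminescence was read.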
# HEK293 tox: cytotoxicity in counter-screen for GLP-1R inverse agonists. HEK293 cAMP-luciferase reporter cells, luminescence, 24 h. Potency, µM (titrated, usually from 38.3 µM), without a hit: at the top dose activity change, negative = inhibition, actives largely listed as inhibitors. actives 0.13% (n = 410,000);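 further: loss of luciferase light is scored as toxicity; potency means the concentration at half of the fitted maximal effect; on the % scale 0 is the no-effect control and ±100 the full control effect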
#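 Quantitative HTS format, 1536 wells, 200 cells/uL seeded. Compounds: 23 nL, 24 h, 37 °C. Detection: luciferase reagent, luminescence at 12 min RT; decreased signal taken as cytotoxic.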
# HT1080 IDH1KD tx: toxicity to HT-1080 IDH1 knockdown cells (counter line); HT-1080 IDH1 knockdown viability, ATP luminescence, 48 h; Potency, µM (series often up to 46.1 µM), without a hit: top-dose activity, negative = toxicity, actives largely listed as cytotoxic; actives 2% (n = 360,000);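 further: potency means the concentration at half of the fitted maximal effect; 0% = DMSO wells and -100% = cell-free medium wells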
#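 Cytotoxicity counter-line: IDH1KD HT-1080, 48 h, CellTiter-Glo. Curves classed by r2, magnitude and activity.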
# SW480 rerep: DNA re-replication induction in SW480 cells; SW480 DNA re-replication, Hoechst DNA content imaging, 48 h; Potency, µM (series often up to 46.1 µM), without a hit: at the highest dose re-replication activation, actives largely listed as activators; actives 1.8% (n = 340,000); further: potency means the concentration at half of the fitted maximal effect; % of control where 0% means no effect; nearly all actives have a fitted effect of over 55% in size
#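 DNA re-replication was detected as more nuclei of elevated Hoechst intensity after 48 hr exposure to compound (23 nL pinned per well of 250 cells).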
# * = called active by the depositor; u = inconclusive; x = no result given; [ ] = dose if it differs, or a comment. Unless noted, the call rests on the fitted dose curve; in most records, active means well fitted curve in the direction sought with a large enough effect; inconclusive means small, poorly fitted or top-dose-only effect, or another doubt; inactive means no such curve, though single readings can be large; an effect the other way counts as inactive or inconclusive.
SMILES,IL1B secr inh,HT1080NT lethal,KB-3-1 cytotox,KB-V1 MDR tox,MCF10A rerep,DRD3 agonist,HEK293 tox,HT1080 IDH1KD tx,SW480 rerep
Cc1nn(Cc2ccc([N+](=O)[O-])cc2)c(=O)n1-c1cccc(Cl)c1,15,-3%,-2%,u,-8%,0,-5%,7%,2%
Cc1ccc(NC(=O)CC2(CC(=O)O)CCCC2)cc1,37,18%,-3%,29%,-20%,-11,-2%,11%,-2%
CS(=O)(=O)N1CCc2cc(C(=O)Nc3ccccc3Br)ccc21,-6,3%,0%,-21%,8%,4,-10%,5%,0%
CC(=O)c1ccc(S(=O)(=O)N2CCNCC2)cc1,-4,-3%,-5%,-17%,16%,1,-2%,4%,-11%
Cc1cc(C)n(-c2ccc(Cl)c(Cl)c2)n1,7,11%,14%,14%,1%,1,-12%,10%,-4%
CN(C)c1ccc(CN(C(=O)c2cc3ccccc3oc2=O)C2CCS(=O)(=O)C2)cc1 (configuration not stated),-11,12%,0%,-4%,9%,-7,0%,10%,19%
CCN1C(=O)[C@H]2[C@@H](c3ccc(-c4ccc(Cl)c(Cl)c4)cc3)N[C@@](Cc3ccccc3)(C(=O)OC)[C@H]2C1=O,-12,-23%,-15%,6%,-3%,-10,-3%,0%,-9%
CC(=O)Nc1ccc(/C=N/NC(=O)CNC(=O)c2ccccc2)cc1,24,27%,-11%,10%,-1%,4,7%[0.307 µM],22%,-1%
COCCNc1c2c(nc3c(-c4ccccc4)c(C)nn13)CCC2,x,-23%,-1%,u,u,6,-3%,-7%,-46%[inhibitor]
NS(=O)(=O)c1ccc(SCc2ccccc2)nc1,u,0%,-14%,2%,-1%,1,-1%,-3%,2%
Cc1ccc(-c2csc(N(CC3CCCO3)C(=O)c3ccco3)n2)cc1 (configuration not stated),66,-25%,u,u,21µM*,-7,4%,u,u
CC1CCCC(C)N1c1nnc(N)s1 (configuration not stated),14,-4%,8%,u,-2%,0,1%,6%,-15%
CCc1c(C)nc(N2CCN(c3ccc(OC)cc3)CC2)[nH]c1=O,-4,7%,1%,5%,3%,11,-3%,10%,2%
CCOc1ccc(NC(=O)CC2C(=O)N(c3ccccc3)C(=O)N2CCOC)cc1 (configuration not stated),7,8%,-14%,18%,4%,-1,3%,6%,-5%
C=CCC[C@@H](Cc1ccc(F)cc1)C(=O)OC[C@@H](C)NC(=O)[C@H](CC=C)CC(=O)N(CCO)Cc1ccccc1,-24,-17%,-23%,-27%,u,2,-9%,-10%,-1%
O=C(O)CC1NC(=S)N(c2ccccc2)C1=O (configuration not stated),-11,u,0%,21%,u,-11,-15%,u,u
O=C(C1CCCC1)N1CCN(S(=O)(=O)c2ccc(Cl)cc2)CC1,-10,15%,-16%,u,4%,5,-19%,6%,-5%
Cc1occc1C(=O)N1CCN(c2ccc(Cl)cc2)CC1,-10,-2%,0%,u,u,6,-4%,-11%,-4%
COc1ccccc1NS(=O)(=O)c1cc(N/C(=N\S(=O)(=O)c2ccccc2)c2ccc(F)cc2)ccc1Cl,-8,-2%,0%,u,6%,-12,-3%,-19%,u
CN(CC(=O)N1CCN(Cc2ccccc2)CC1)C(=O)Cc1ccc(Cl)c(Cl)c1,-13,-13%,-8%,-11%,-6%,-12,-12%,0%,-3%
CN(CC(=O)Nc1ccccc1Br)C(=O)c1cc(S(=O)(=O)N(C)C)ccc1N1CCCC1,-17,2%,13%,1%,10%,-4,-1%,0%,-3%
N#Cc1c(N)c(C(=O)c2ccc(Br)cc2)n2c1CCC2,-10,-4%,-9%,-6%,24%,5,-7%,-6%,-2%
O=[N+]([O-])c1ccccc1COc1ccc(Cl)c2cccnc12,15,-9%,-7%,-2%,4%,-7,-14%,-6%,56%
FC(F)c1nc2ccccc2[nH]1,14,-1%,0%,-9%,1%,3,0%,3%,-59%[inhibitor]
COc1ccc(CCNC(=O)c2oc(=O)c3ccccc3c2-c2ccccc2)cc1OC,x,x,8%,2%,x,6,15%,x,x

# The list goes on; the last two above are carried over.
SMILES,IL1B secr inh,HT1080NT lethal,KB-3-1 cytotox,KB-V1 MDR tox,MCF10A rerep,DRD3 agonist,HEK293 tox,HT1080 IDH1KD tx,SW480 rerep
FC(F)c1nc2ccccc2[nH]1,14,-1%,0%,-9%,1%,3,0%,3%,-59%[inhibitor]
COc1ccc(CCNC(=O)c2oc(=O)c3ccccc3c2-c2ccccc2)cc1OC,x,x,8%,2%,x,6,15%,x,x
CC(C)CCOc1ccc(C2=NNC(=O)CC2)cc1,10,0%,u,1.8µM*,1%,0,6%,-5%,13%
O=C(CSc1ccc(Br)cc1)N1CCN(S(=O)(=O)c2ccccc2)CC1,-9,-1%,9%,u,4%,-4,13%,-7%,-4%
COc1ccccc1C(=O)NNC(=O)c1ccncc1,10,15%,-3%,19%,-4%,3,-24%,1%,-12%
Cc1noc(C)c1COc1cccc(C(=O)OCC(=O)NC(=O)c2ccc(OC(F)F)cc2)c1,19,-13%,13%,-12%,6%,10,-2%,-23%,0%
Cc1ccc(NC(=O)CCNS(=O)(=O)c2ccc3[nH]c(=O)oc3c2)c(C)c1,19,1%,18%,u,-1%,-5,-4%,5%,-11%
CC(=O)c1cccc(N(CC(=O)N2CCCC2)S(C)(=O)=O)c1,17,4%,12%,22%,3%,-2,0%,9%,-4%
Clc1ccccc1Cc1cn2cc(-c3ccccc3)nc2s1,x,x,-4%,u,x,1,6%,x,x
O=C(COc1ncnc2sccc12)Nc1cccc(S(=O)(=O)N2CCCC2)c1,0,-4%,9%,u,2%,-1,1%,-8%,-5%
S=C(Nc1ccc(Cl)cc1)N1CCCC1,17,13%,1%,-16%,1%,2,-21%,14%,-22%
O=C(CSc1nnc2scc(-c3ccc(Cl)cc3)n12)NCc1ccc2c(c1)OCO2,5,3%,5%,-27%,7%,-1,-2%,-27%,-7%
CCCCOc1ccc(CSC(CC(=O)O)C(=O)O)cc1 (configuration not stated),15,6%,9%,15%,8%,-7,1%,4%,-6%
CCOC(=O)c1c(-c2ccc(OC)cc2)csc1NC(=O)CCN1CCOCC1,-10,-7%,-6%,-24%,u,-18,11%,-2%,-31%
O=c1ccc(-c2ccc(S(=O)(=O)NCC3CCN(Cc4cccc(F)c4)CC3)s2)n[nH]1,-17,-4%,u,3%,9%,-1,-19%,-2%,u
CC(=O)CCn1c(=O)n(CCC(C)=O)c(=O)n(CCC(C)=O)c1=O,11,13%,-3%,3%,-5%,-1,-3%,16%,2%
NC(=S)Nc1ccc(Oc2ccc(NC(N)=S)cc2)cc1,13,-2%,-2%,-4%,2%,8,-8%,11%,-3%
O=C(Nc1ccc(/C=C/c2nc3ccccc3o2)cc1)c1ccc(F)cc1,15,1%,-3%,22%,u,5,-4%,7%,u
Cn1c(SCC(=O)NCCc2ccccc2)nnc1-c1ccco1,-15,12%,15%,0%,0%,-4,-21%,7%,-6%
CN1CCN(CCCn2cnc3c(=O)oc4ccccc4c32)CC1,2,14%,6%,16%,0%,-2,-7%,6%,-12%
Cc1cccc(Nc2nc(N)nc(N)c2N=O)c1,-57*,0%,-30%,u,u,-6,2%,-16%,-8%
Cc1ccc(CN2C(=O)N/C(=C/c3ccc(-c4ccc(C(=O)O)cc4)o3)C2=O)cc1,0,-5%,-6%,3%,8.2µM*,2,84%[activator],3%,4.6µM*
Cn1c(=O)[nH]c(=O)c2c1nc(NCc1ccccc1)n2CCCc1ccccc1,-18,-21%,-21%,12µM*,2%,1,12%,1%[9.24 µM],-3%
Cc1cc(NC(=O)CSc2nc3c(c(=O)n2C)SCC3)no1,31,-6%,-1%,u,11%,-9,14%,-2%,-2%
COc1ccccc1-c1cnc(C(O)c2ccc(CN3CCCC3)cc2)[nH]1 (configuration not stated),-4,-12%,4%,-6%,x,-13,5%,0%,x

# A few values from the entries so far:
# CS(=O)(=O)N1CCc2cc(C(=O)Nc3ccccc3Br)ccc21 in HT1080 IDH1KD tx = 5%
# O=c1ccc(-c2ccc(S(=O)(=O)NCC3CCN(Cc4cccc(F)c4)CC3)s2)n[nH]1 in HEK293 tox = -19%

# Some of the entries above in another layout:
# Results follow in this order: IL1B secr inh | HT1080NT lethal | KB-3-1 cytotox | KB-V1 MDR tox | MCF10A rerep | DRD3 agonist | HEK293 tox | HT1080 IDH1KD tx | SW480 rerep
- COc1ccccc1-c1cnc(C(O)c2ccc(CN3CCCC3)cc2)[nH]1 (configuration not stated)
 : -4 | -12% | 4% | -6% | x | -13 | 5% | 0% | x
- S=C(Nc1ccc(Cl)cc1)N1CCCC1
 : 17 | 13% | 1% | -16% | 1% | 2 | -21% | 14% | -22%
- O=C(COc1ncnc2sccc12)Nc1cccc(S(=O)(=O)N2CCCC2)c1
 : 0 | -4% | 9% | u | 2% | -1 | 1% | -8% | -5%

# Complete entries from above. Order of values: IL1B secr inh	HT1080NT lethal	KB-3-1 cytotox	KB-V1 MDR tox	MCF10A rerep	DRD3 agonist	HEK293 tox	HT1080 IDH1KD tx	SW480 rerep
# CC(=O)CCn1c(=O)n(CCC(C)=O)c(=O)n(CCC(C)=O)c1=O is entered as 11	13%	-3%	3%	-5%	-1	-3%	16%	2%
# Cn1c(SCC(=O)NCCc2ccccc2)nnc1-c1ccco1 is entered as -15	12%	15%	0%	0%	-4	-21%	7%	-6%
